EBI2 antag = EBI2 receptor antagonists, beta-arrestin recruitment, primary screen, cell-based, luminescence, 7a,25-OHC stimulation, uHTS | 7a,25-OHC stimulated | inhibition, % at 5 µM | actives 0.81% (n = 360,000) | AID 651636, 2012; in the data active means inhibition above about 38%;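 further: enzyme fragment complementation signal reports receptor beta-arrestin coupling in cells; 0% = agonist plus DMSO wells and 100% = wells without agonist; some results beyond the cut were filed as inactive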
Target sequence (P32249 whole entry, looked up, the tested form may be a part): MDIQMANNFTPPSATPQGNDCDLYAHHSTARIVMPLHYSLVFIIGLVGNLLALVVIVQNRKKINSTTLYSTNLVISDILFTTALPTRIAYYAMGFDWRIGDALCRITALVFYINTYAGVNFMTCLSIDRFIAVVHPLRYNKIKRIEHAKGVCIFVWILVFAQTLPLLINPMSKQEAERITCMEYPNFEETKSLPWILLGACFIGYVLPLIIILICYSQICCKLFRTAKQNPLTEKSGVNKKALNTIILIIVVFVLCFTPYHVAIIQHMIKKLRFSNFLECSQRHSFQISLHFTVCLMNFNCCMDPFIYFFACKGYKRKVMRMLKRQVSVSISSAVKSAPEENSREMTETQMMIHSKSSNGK
APJ antag = antagonists of human apelin receptor APJ, primary screen, CHO-K1 cells, beta-arrestin complementation, luminescence; inhibition, % at 20 µM; actives 0.32% (n = 330,000);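 active means inhibition above about 40% at 20 µM, limit read from the data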;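 further: cells challenged with 10 nM apelin-13 agonist together with compound; plate controls were apelin-13 plus DMSO wells for no effect and DMSO wells lacking apelin-13 for full effect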
Target sequence (P35414 whole entry, looked up): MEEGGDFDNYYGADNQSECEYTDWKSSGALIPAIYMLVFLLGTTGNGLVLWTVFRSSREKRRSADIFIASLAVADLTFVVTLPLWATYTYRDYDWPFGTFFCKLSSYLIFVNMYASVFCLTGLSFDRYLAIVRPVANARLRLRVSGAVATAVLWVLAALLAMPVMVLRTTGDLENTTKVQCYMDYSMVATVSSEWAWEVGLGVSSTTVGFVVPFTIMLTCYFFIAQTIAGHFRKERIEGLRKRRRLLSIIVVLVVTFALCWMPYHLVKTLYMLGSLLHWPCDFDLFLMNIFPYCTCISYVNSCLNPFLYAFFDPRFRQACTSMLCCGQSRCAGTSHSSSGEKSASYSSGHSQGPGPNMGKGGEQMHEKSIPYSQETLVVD
Gli-Sufu antag = Gli-Sufu pathway antagonists, primary screen, luciferase luminescence, Sufu-KO-LIGHT cells, uHTS. actives 0.74% (n = 340,000). AID 588413, 2011. inhibition, % at 5 µM. Sufu-KO-LIGHT fibroblasts, Gli luciferase reporter luminescence;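 active means inhibition above about 55%, limit read from the data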;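 further: 0% = DMSO-treated cells and 100% = wells with medium but no cells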
Jurkat NFkB inh = inhibitors of induced NF-kB luciferase reporter, primary screen, TCR NF-kB activation inhibitor project, cell-based, luminescence, uHTS; Jurkat, PMA/ionomycin-induced NF-kB luciferase reporter; actives 0.53% (n = 330,000); inhibition, % at 4 µM; in the data active means inhibition above about 50%
CCR6 antag = CCR6 receptor antagonists, primary screen, cell-based, CHO-K1, luminescence, beta-arrestin, uHTS | actives 0.49% (n = 340,000) | inhibition, % at 20 µM | AID 493098, 2011 | CHO-K1 CCR6 PathHunter beta-arrestin, CCL20-stimulated | C-C chemokine receptor type 6 (Homo sapiens), P51684;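 active means compounds whose inhibition of the agonist-driven luminescence signal at 20 µM reaches about 50%, limit read from the data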;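 further: cells stimulated with CCL20 at 14 nM final; plate controls were DMSO with CCL20 for no effect and DMSO without agonist for full effect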
697 NFkB inh = inhibitors of PMA/ionomycin-induced NF-kB reporter, 697 cells, primary screen, B-cell NF-kB inhibitor project, cell-based, luminescence, uHTS; 697 B-cell NF-kB luciferase reporter, 16 h; inhibition, % at 4 µM; actives 0.33% (n = 330,000); AID 435022, 2010; in the data active means inhibition above about 35%
CXCR6 block = CXCR6 receptor inhibitors, primary screen, cell-based, beta-arrestin, luminescence, CHO-K1 PathHunter, 1536-well. actives 0.36% (n = 360,000). inhibition, % at 20 µM. C-X-C chemokine receptor type 6 (Homo sapiens), O00574; in the data active means inhibition above about 34%, passing the limit was not always enough;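 further: antagonist mode with CXCL16 agonist at 10 nM final; 0% = 10 nM CXCL16 with DMSO and 100% = unstimulated wells without agonist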
UBC13 inh = UBC13 polyubiquitin chain formation inhibitors, primary screen, biochemical, TR-FRET, uHTS | actives 0.47% (n = 330,000) | AID 485273, 2010 | inhibition, % at 20 µM; in the data active means inhibition above about 45%, passing the limit was not always enough
Target sequence (P61088 whole entry, looked up): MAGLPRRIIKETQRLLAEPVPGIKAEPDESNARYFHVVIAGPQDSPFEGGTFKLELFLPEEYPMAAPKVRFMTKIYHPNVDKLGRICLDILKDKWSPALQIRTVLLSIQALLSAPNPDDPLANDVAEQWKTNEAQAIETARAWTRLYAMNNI
The depositor's hits bear a star; x = no result given; & = joins results of further samples. Some of the compounds tested; rates above refer to the full screens.

SMILES | EBI2 antag | APJ antag | Gli-Sufu antag | Jurkat NFkB inh | CCR6 antag | 697 NFkB inh | CXCR6 block | UBC13 inh
CC(=O)OC1C2CCCC1C(N1CCCC1)CC2 (configuration not stated) | -15&-10 | 12&13 | 2&1 | -10&13 | -2&3 | 9&-5 | -4&-5 | -3&1
COc1cccc(/C=C2\N=C(c3cncc(Br)c3)OC2=O)c1 | 1 | 0 | 7 | -8 | -3 | 1 | -6 | -4
COC(=O)C1=C(c2ccc(F)cc2OCc2ccccc2)C[C@@H]2CC[C@H]1N2C(=O)NCc1cc(C)oc1C(F)(F)F | 23 | 9 | 19 | 6 | 2 | 2 | 15 | -12
COC(=O)C1=C(c2ccc(S(C)(=O)=O)cc2)C[C@@H]2CC[C@H]1N2C(=O)NCCS(C)=O (some centres not stated) | -9 | 7 | -7 | -17 | -2 | 16 | 7 | 0
O=[N+]([O-])c1ccc(NC2CCCC2)c2ccncc12 | 11 | -19 | 9 | 18 | 20 | -1 | 6 | -190
N#Cc1ccc(NC(=O)CCNC(=O)c2ccco2)cc1Cl | 3 | 2 | -34 | 17 | 8 | 15 | 2 | 6
CCOC(=O)C(O)(c1ccc(N(C)C(=O)COc2ccccc2)cc1)C(F)(F)F (configuration not stated) | 10 | 4 | 6 | -14 | -8 | -13 | -10 | 26
O=C1NC(=O)N(c2ccccc2)C(=O)/C1=C/c1ccoc1 | -10 | 12 | 0 | 22 | 22 | 12 | -2 | -2
CCC(C)NC(=O)CCC(=O)OC1O[C@H]2OC3(C)CC[C@H]4[C@H](C)CCC(C1C)C24OO3 (some centres not stated) | -21 | x | 79* | x | -18 | x | -14 | x
Cc1c(N=Nc2c(O)n(-c3ccc(Br)cc3)c(=O)[nH]c2=O)c(=O)n(-c2ccccc2)n1C | -1 | 15 | -18 | 7 | 9 | 13 | 18 | -22
Cc1ccc(-c2nc(N3CCOCC3)s[n+]2-c2ccccc2)cc1 | -16 | x | -56 | x | -48 | x | -46 | x
C=C1C(=O)O[C@@H]2C[C@@H](C)[C@@H]3C=CC(=O)[C@@]3(C)[C@@H](O)[C@H]12 | 57* | 47* | 97* | 99* | 45 | 102* | 31 | 9
S=P(NCCNP(=S)(N1CC1)N1CC1)(N1CC1)N1CC1 | 1 | x | 16 | x | 8 | x | 4 | x
CCn1c(O)c(C=Nc2ccc(S(N)(=O)=O)cc2)c(=O)[nH]c1=S | -14 | 7 | -4 | -12 | 14 | 15 | -12 | 1
CC(=NCc1cccnc1)c1c(O)n(-c2ccc(C)cc2)c(=O)[nH]c1=O | -10 | -13 | 3 | 5 | 17 | -2 | -7 | -1
CCOC(=O)c1sc(N=Nc2c(O)[nH]c(=O)[nH]c2=O)c(C(=O)OCC)c1C | x | 29 | x | -11 | x | -23 | x | -35
C/C(=N\N1CCCCCC1)c1c(O)n(-c2ccccc2C)c(=O)[nH]c1=O | -4 | -1 | 9 | 7 | 21 | 1 | -3 | 0
Cc1c(C(=O)O)cc(-c2ccccc2)n1Cc1ccccc1 | -11 | -23 | 14 | 1 | -2 | -6 | 1 | -6
C[N+](C)(C)c1ccccc1 | 0 | 12 | -7 | 2 | 0 | 25 | 1 | 11
c1ccc2c(NC3=NCCS3)cccc2c1 | 3 | -32 | 3 | 16 | -1 | 0 | -1 | -24
Cc1nn(Cc2ccc(Cl)cc2Cl)c(Cl)c1C(=O)O | -8 | -8 | -6 | 4 | 8 | 3 | 3 | 3
CC12CCC3C(CCC4CC(=O)OCC43C)C1CCC2O (configuration not stated) | 1 | x | 43 | x | 4 | x | -6 | x
CC(O)C1C=CC=CC(=O)OC2CC3OC4C5OC5(C)CCC4(COC(=O)C4OC4(C)C(O)CO1)C2(C)C31CO1 (configuration not stated) | 3 | x | 86* | x | -4 | x | -17 | x
Cc1c(CC(=O)N2C[C@H]3C[C@@H](C2)c2cccc(=O)n2C3)c(=O)oc2cc(O)c(Cl)cc12 | -1 | -74 | -2 | -5 | 7 | 3 | -4 | 9
COC(=O)C1=C(c2ccc3ccccc3c2)C[C@@H]2CC[C@H]1N2C(=O)NCCNC(C)=O | -5 | -4 | 5 | 7 | -8 | 5 | -2 | 5

Retrieved one by one from the entries so far:
SMILES | EBI2 antag | APJ antag | Gli-Sufu antag | Jurkat NFkB inh | CCR6 antag | 697 NFkB inh | CXCR6 block | UBC13 inh
CC(=O)OC1C2CCCC1C(N1CCCC1)CC2 (configuration not stated) | -15&-10 | 12&13 | 2&1 | -10&13 | -2&3 | 9&-5 | -4&-5 | -3&1
S=P(NCCNP(=S)(N1CC1)N1CC1)(N1CC1)N1CC1 | 1 | x | 16 | x | 8 | x | 4 | x
Cc1c(C(=O)O)cc(-c2ccccc2)n1Cc1ccccc1 | -11 | -23 | 14 | 1 | -2 | -6 | 1 | -6
N#Cc1ccc(NC(=O)CCNC(=O)c2ccco2)cc1Cl | 3 | 2 | -34 | 17 | 8 | 15 | 2 | 6
O=C1NC(=O)N(c2ccccc2)C(=O)/C1=C/c1ccoc1 | -10 | 12 | 0 | 22 | 22 | 12 | -2 | -2
C[N+](C)(C)c1ccccc1 | 0 | 12 | -7 | 2 | 0 | 25 | 1 | 11

(cont.)
SMILES | EBI2 antag | APJ antag | Gli-Sufu antag | Jurkat NFkB inh | CCR6 antag | 697 NFkB inh | CXCR6 block | UBC13 inh
COc1cc2c(cc1O)C[C@H]1NCCc3cc4c(c-2c31)OCO4 | -7 | 10 | -7 | -5 | 15 | 3 | -1 | -43
O=C1CC(=O)N(c2ccccc2F)C(=O)N1 | -8 | -31 | -3 | -33 | 6 | -11 | 8 | -1
CCOC(=O)CNC(=O)CNC(=O)C(Cc1ccc(N(CCCl)CCCl)cc1)NC(C)=O (configuration not stated) | 2 | -4 | 16 | -3 | 15 | -1 | 7 | 5
O=c1[nH]c(=O)n(Cc2ccccc2Cl)c(O)c1C=Nc1ccc(F)cc1 | 29 | 5 | 5 | -3 | 13 | -12 | 8 | -8
O=c1[nH]c(=S)[nH]c(O)c1N=Nc1cc(S(=O)(=O)Nc2ccc(Cl)cc2)ccc1Cl | 7 | 10 | -1 | -15 | 28 | 32 | 20 | -58
CC(=O)C1(c2ccccc2)CCNCC1 | 1 | 5 | 15 | -25 | 3 | -29 | -1 | -2
CCC(C)n1c(O)c(C(c2ccccn2)c2c(O)n(C(C)CC)c(=S)[nH]c2=O)c(=O)[nH]c1=S (configuration not stated) | -2 | 11 | 8 | -8 | 13 | -27 | 8 | -32
CCN(CC)P(=O)(Oc1ccccc1)Oc1ccccc1 | 23 | 15 | 2 | 0 | 0 | 0 | -3 | -6
CC1N(O)C2CCCCCC2N1O (configuration not stated) | -7 | -3 | -6 | -2 | 50 | -30 | 12 | -4
C[C@H](NC(=O)N1C[C@H]2C[C@@H](C1)c1cccc(=O)n1C2)C(=O)Nc1ccc(F)c(F)c1 | 2 | -71 | -1 | -1 | -6 | 10 | -5 | 2
O=c1[nH]c(=S)n(-c2ccc(Cl)cc2)c(O)c1C=Nc1ccc(N2CCOCC2)cc1 | 6 | -15 | 10 | 4 | 13 | 10 | 0 | -15
CN1C[C@H](CO)C=C2c3cccc4[nH]cc(c34)C[C@H]21 | -5 | -127 | -23 | -6 | 3 | 0 | -8 | -77
CCCCCn1c(=O)c(C(=O)Nc2cnccn2)c(O)c2ccccc21 | 1 | 4 | 63* | 10 | -54 | -16 | 1 | 30
CN1CCN(c2cc(N3CCNCC3)ccc2[N+](=O)[O-])CC1 | 0 | -25 | 6 | -18 | 23 | 12 | 1 | -15
COc1ccc(/C=C2\C(=O)NC(=O)N(Cc3ccccc3)C2=O)c(OC)c1OC | -4 | -8 | -4 | 3 | 9 | 26 | -7 | -12
COC(=O)c1ccc(N2CCN(C)CC2)c([N+](=O)[O-])c1 | -3 | 3 | 0 | -10 | 16 | 3 | 4 | 0
CCCC/C(=N\O)c1c[nH]c2ccccc12 | -29 | 7 | 5 | 11 | 3 | -8 | -9 | 1
COC(=O)C1=C(c2cc3ccccc3o2)C[C@@H]2CC[C@H]1N2C(=O)N1CCC(O)CC1 | 2 | 12 | 8 | -2 | -2 | 7 | -20 | 2
CCc1ccc(OCC(=O)N2CCN(Cc3ccc4c(c3)OCO4)CC2)cc1 | 82* | 4 | 5 | 0 | -5 | 16 | -9 | 4
CN1CCN(C(=O)OC2c3nccnc3C(=O)N2c2ccc(Cl)cn2)CC1 (configuration not stated) | x | 19 | x | 9 | x | -4 | x | 14
COc1ccc(C2=NCc3nnc(C)n3-c3ccc(Cl)cc32)cc1Cl | 6 | -4 | 32 | -31 | 12 | 45* | 1 | 9
CC(=NCCN1CCOCC1)c1c(O)n(C2CCCCC2)c(=O)[nH]c1=O | -10 | 7 | 0 | 9 | -5 | 21 | 0 | 6
OCC1(CO)COC(c2cccnc2)N1 (configuration not stated) | -7 | 4 | 13 | 6 | -3 | -1 | 2 | 2
Cc1cc(C)[n+](CCCC[n+]2c(C)cc(C)cc2C)c(C)c1 | -7 | 15 | 2 | 0 | -8 | 11 | 0 | 8
COc1cccc(N2CCN(Cc3ccc(Cl)cc3)CC2)c1 | -9 | 1 | 0 | -2 | 10 | 21 | -5 | -2
The list continues:
SMILES | EBI2 antag | APJ antag | Gli-Sufu antag | Jurkat NFkB inh | CCR6 antag | 697 NFkB inh | CXCR6 block | UBC13 inh
CNC(=O)Oc1cccc(-c2cn3cc(Cl)ccc3n2)c1 | -5 | -5 | -101 | -87 | -7 | -293 | 1 | -10
COc1ccc2[nH]cc(CCNCc3cccnc3)c2c1 | 5 | 2 | 7 | -3 | 9 | -2 | -4 | 2
O=C1NC(=O)N(Cc2ccccc2)C(=O)/C1=C/c1cnn(-c2ccccc2)c1 | x | -4 | x | 1 | x | -10 | x | -10
CCCC1(CCC)C(=O)NC(=Nc2ccc(C)cc2)NC1=O | x | -8 | x | -4 | x | 4 | x | 0
S=P(NC1CCCCC1)(N1CC1)N1CC1 | 2 | -7 | 7 | 6 | 6 | 9 | -2 | 1
COC(=O)C1CN(C#N)N(c2ccc(Cl)cc2)C12c1ccccc1-c1ccccc12 (configuration not stated) | 53* | 21 | 47 | 87* | 32 | -62 | 23 | 6
C[C@]12CC[C@H](O)CC1=C([N+](=O)[O-])CC1C2CC[C@@]2(C)C1CC[C@@H]2O (some centres not stated) | -6 | 7 | 10 | -30 | 0 | -22 | -7 | -6
CCCNC(=O)c1c(N)n(Cc2ccc3c(c2)OCO3)c2nc3ccccc3nc12 | 45* | 20 | 0 | 1 | -12 | -3 | -1 | 8
COc1ccc2c3c1OC1C(O)C=CC4[C@@H](C2)N(C)CC[C@]314 (some centres not stated) | -4 | 8 | -19 | -7 | 6 | 3 | 0 | 4
COc1cc(C2c3cc4c(c(O)c3CC3COC(=O)C32)OCO4)cc(OC)c1OC (configuration not stated) | -20 | x | 62* | x | 3 | x | -5 | x
Cc1ccc(OP(=O)(Nc2cccc(C)c2)Oc2ccc(C)cc2)cc1 | 9 | 4 | -2 | 2 | 20 | 1 | 12 | 0
CC(=O)Nc1ccccc1C(=O)OCC(=O)c1cccc2ccccc12 | 13 | -8 | -5 | -5 | 3 | -2 | 2 | -5
CCCN1CCO[C@@H]2c3cc(O)ccc3OC[C@H]21 | 10 | 19 | 4 | 7 | 16 | 22 | 6 | -2
O=c1c2ccccc2nc(-c2ccc(Cl)cc2Cl)n1-c1nccs1 | -2 | 5 | 9 | 9 | 21 | 14 | 6 | 5
O=c1[nH]c(=O)n(C2CCCCC2)c(O)c1C1NCCc2ccccc21 (configuration not stated) | -4 | 12 | 2 | 0 | -10 | 20 | 2 | -19
COc1ccc(P2(=O)Nc3ccccc3N2)cc1 | -7 | -12 | 20 | -7 | -7 | -10 | -12 | -14
Cc1c(C=O)c2ccccc2n1Cc1ccc([N+](=O)[O-])cc1 | 10 | 0 | -5 | 3 | 14 | 19 | 2 | 10
COc1cccc(NC2=NCCCS2)c1 | -5 | 14 | 17 | 2 | 5 | -2 | 2 | 0
